Screening results from PubChem BioAssay.
OX1R antagonist: human HCRTR1 antagonism; CHO/OX1R cells, Fluo-8 calcium fluorescence, orexin A; inhibition, % at 5 µM; 330,000 compounds, 0.43% hits; AID 434989;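 active = inhibition above its plate's threshold, mean inhibition of all tested compounds on the plate plus 3 SD, cut at about 37% in these data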;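 also: 0% = orexin A challenge wells and 100% = SB-334867-A antagonist wells; not every result past the cut was called active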
Target sequence (O43613 whole entry, looked up): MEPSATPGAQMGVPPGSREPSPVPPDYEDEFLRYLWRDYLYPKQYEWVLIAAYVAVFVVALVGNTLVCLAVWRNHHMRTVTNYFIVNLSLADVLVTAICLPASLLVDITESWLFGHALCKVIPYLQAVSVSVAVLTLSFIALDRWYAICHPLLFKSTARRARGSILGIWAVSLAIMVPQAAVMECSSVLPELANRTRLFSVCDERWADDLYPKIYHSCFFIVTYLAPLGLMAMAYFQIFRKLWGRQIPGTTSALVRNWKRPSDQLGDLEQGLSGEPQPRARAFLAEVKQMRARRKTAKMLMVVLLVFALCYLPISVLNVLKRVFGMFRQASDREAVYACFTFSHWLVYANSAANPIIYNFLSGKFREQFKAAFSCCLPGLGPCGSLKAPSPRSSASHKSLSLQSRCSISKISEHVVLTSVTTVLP
CHT allo act: human CHT allosteric activation. B-score at 10 µM. 310,000 compounds, 0.49% hits. Q9GZV3. CHT-expressing cells, membrane potential dye, choline EC20; stronger effect = higher value; LV-AA mutant CHT in HEK293 cells;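 active = initial fluorescence not abnormally high and integrated response B-score, plate-corrected, over 3 SD above library mean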
Target sequence (Q9GZV3 whole entry, looked up): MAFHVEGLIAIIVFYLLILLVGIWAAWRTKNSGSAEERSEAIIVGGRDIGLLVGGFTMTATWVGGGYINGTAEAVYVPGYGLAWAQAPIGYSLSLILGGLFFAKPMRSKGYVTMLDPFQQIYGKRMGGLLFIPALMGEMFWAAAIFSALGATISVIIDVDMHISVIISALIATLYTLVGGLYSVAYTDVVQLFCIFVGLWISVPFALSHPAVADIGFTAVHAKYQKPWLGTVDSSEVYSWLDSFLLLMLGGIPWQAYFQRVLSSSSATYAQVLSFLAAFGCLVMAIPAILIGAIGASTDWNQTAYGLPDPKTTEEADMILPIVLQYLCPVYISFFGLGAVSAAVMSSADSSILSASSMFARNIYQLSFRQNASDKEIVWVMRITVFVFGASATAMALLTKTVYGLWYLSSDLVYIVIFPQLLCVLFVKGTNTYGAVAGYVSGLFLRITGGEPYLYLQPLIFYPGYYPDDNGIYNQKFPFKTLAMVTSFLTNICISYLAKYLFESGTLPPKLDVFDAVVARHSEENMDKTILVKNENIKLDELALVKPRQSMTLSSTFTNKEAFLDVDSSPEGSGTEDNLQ
* hit, by the source's call; i = inactive; · = no result given. An unsorted share of the library, and some 0.8% of all compounds hit somewhere here.

Value order – OX1R antagonist | CHT allo act
> Cc1ccc(C(=O)NC2CCN(CC(=O)NCc3cccs3)CC2)cc1
→ -17 | i
> COc1ccc(S(=O)(=O)N2CCN(Cc3cccs3)CC2)cc1OC
→ -11 | ·
> O=C(CCNC(=O)c1ccco1)Nc1ccc(Cl)c(C(F)(F)F)c1
→ 3 | i
> N=C1C(c2nc3ccccc3c(=O)[nH]2)=C(O)CN1CCO
→ -6 | i
> O=C(COC(=O)CCC(=O)N1CCOCC1)Nc1ccc(Br)cc1Br
→ -12 | ·
> CC1CCN(C(=O)C2CCCN(S(=O)(=O)c3ccc4c(c3)CC(C)N4C(=O)C3CC3)C2)CC1 (stereo unspecified)
→ -43 | i
> Cc1ccccc1NC(=S)N(C)Cc1cn(C)c2ccccc12
→ -15 | i
> OCC[C@H]1C[C@@H](O)[C@H](O)[C@@]2(Cc3ccccc3CO2)O1
→ -27 | i
> O=C(CCl)NNc1cccc(Cl)n1
→ -10 | i
> CC(=O)Nc1cc2c(cc1C(C)=O)OCCO2
→ -4 | i

Value order – OX1R antagonist | CHT allo act
> COc1cc(C(=O)NCc2cn3cccc(C)c3n2)cc(OC)c1OC
→ -18 | i
> COc1cc2c(cc1OC)CN(Cc1ccc(C)s1)CC2
→ -25 | i
> Oc1ccc(N=Cc2c(O)ccc3ccccc23)cc1
→ -9 | i
> NC(=O)c1ccccc1NC(=O)Nc1cccc(Cl)c1Cl
→ -18 | i
> CCCCCOc1ccc(NC(=O)CCCC(=O)O)cc1
→ 1 | i
> CCCCCC(=O)Nc1ccc(N2CCN(C(=O)CCC)CC2)cc1
→ -14 | i
> Cc1cccc(-c2nc(Nc3cccc(O)c3)c3ccccc3n2)c1
→ -35 | i
> CC(C)Cn1c(=O)c2c(nc3n2CC(C)CN3Cc2ccccc2)n(C)c1=O (stereo unspecified)
→ -29 | i
> c1ccc(CN(Cc2cccs2)C(c2cccs2)c2nnnn2C2CCCC2)cc1 (stereo unspecified)
→ -26 | i
> Cc1ccc(/C(N)=N/OC(=O)Cc2ccccc2)cc1
→ -18 | i

Value order – OX1R antagonist | CHT allo act
> CC(=O)NC(CC(=O)OC(C)C(=O)Nc1ncc(Cl)cc1Cl)c1ccccc1 (stereo unspecified)
→ -10 | i
> CC1CCN(C(=O)c2cc(-c3ccc(Cl)c(Cl)c3)on2)CC1
→ -10 | i
> NC(=O)c1ccsc1NC(=O)C1CCCCC1
→ -58 | i
> Cc1cc(Br)ccc1NC(=O)CCS(=O)(=O)c1cccc2nonc12
→ -11 | i
> O=C(CN1C(=O)CNC1=O)Nc1cccc(C(F)(F)F)c1
→ -1 | i
> Cn1cc(C2CC(c3ccccc3)=NN2C(=O)c2ccccc2)c2ccccc21 (stereo unspecified)
→ -47 | i
> CCc1ccccc1NC(=O)/C(C#N)=C\c1ccc(Sc2ccccc2)o1
→ -11 | i
> COC(=O)c1ccc(NC(=O)CN2CCN(c3cccc(Cl)c3)CC2)cc1
→ -16 | i
> CCC(C)(C)NC(=O)CN(Cc1ccc2c(c1)OCO2)C(=O)CCC(=O)Nc1nccs1
→ -23 | i
> S=c1[nH]nc(C2CC2)n1Cc1ccco1
→ 5 | i

Value order – OX1R antagonist | CHT allo act
> Cc1ccccc1-c1nc(CN2CCC(C(=O)NCCCN3CCCC(C)C3)CC2)c(C)o1 (stereo unspecified)
→ -16 | i
> COCCCNc1nc(N)c([N+](=O)[O-])c(NCC2CCCO2)n1 (stereo unspecified)
→ -15 | i
> O=C(Nc1ncccc1O)c1ccc2ccccc2c1
→ -10 | i
> CCc1cc2c(=O)c(-c3nc4ccccc4n3C)c(C)oc2cc1OC(C)=O
→ -17 | i
> Cc1cccc(CC(=O)OCn2nnc3ccccc3c2=O)c1
→ -18 | i
> CC(Sc1nc(-c2ccccc2)cc(C(F)(F)F)n1)C(=O)N1CCOCC1 (stereo unspecified)
→ -19 | i
> CCCNC(=O)c1ccc2c(c1)ncn2-c1ccccc1OC
→ -19 | i
> CCC(C(=O)c1ccccc1)P(=O)(NN)c1ccccc1 (stereo unspecified)
→ -29 | i
> Cc1cc(=O)n2[nH]c(COc3ccccc3)nc2n1
→ -4 | i
> O=[N+]([O-])c1ccc(N2CCCCC2)nc1
→ -14 | i

Compounds above that contain a thiophene ring, fused or not, in the order listed:
Value order – OX1R antagonist | CHT allo act
> Cc1ccc(C(=O)NC2CCN(CC(=O)NCc3cccs3)CC2)cc1
→ -17 | i
> COc1ccc(S(=O)(=O)N2CCN(Cc3cccs3)CC2)cc1OC
→ -11 | ·
> COc1cc2c(cc1OC)CN(Cc1ccc(C)s1)CC2
→ -25 | i
> c1ccc(CN(Cc2cccs2)C(c2cccs2)c2nnnn2C2CCCC2)cc1 (stereo unspecified)
→ -26 | i
> NC(=O)c1ccsc1NC(=O)C1CCCCC1
→ -58 | i

More structures follow:
Value order – OX1R antagonist | CHT allo act
> Cn1cc(CNC(=O)C23CC4CC(CC(C4)C2)C3)cn1
→ -3 | i
> C/C(=N\NC(=O)c1nn(C)cc1Br)c1cccc(NC(=O)c2ccncc2)c1
→ -14 | i
> COc1ccc(C(=O)NNC(=O)c2cc3cc([N+](=O)[O-])ccc3oc2=O)cc1OC
→ -2 | i
> CN(C(=O)COC(=O)/C=C/c1cccs1)c1c(N)n(Cc2ccccc2)c(=O)[nH]c1=O
→ -14 | i
> O=C(NC1CCCC1)c1ccc(CS(=O)(=O)c2cccc(C(F)(F)F)c2)o1
→ -9 | i
> CN(CC(=O)Nc1ccccc1Cl)CC(=O)Nc1ccccc1[N+](=O)[O-]
→ -13 | i
> NC(=O)c1cc(N)ccc1N1CCCCC1
→ -6 | i
> O=C(c1ccccc1[N+](=O)[O-])N1N=C(c2ccccc2)CC1(O)C(F)(F)F (stereo unspecified)
→ 0 | i
> O=C(O)c1ccc(Nc2cc(Cl)c3nonc3c2[N+](=O)[O-])cc1
→ -14 | i
> C=C(C)Cn1c(SCC(=O)O)nc2c1c(=O)[nH]c(=O)n2C
→ -5 | i

Value order – OX1R antagonist | CHT allo act
> COc1ccc(CN2C(=O)c3ccccc3C2=O)cc1C(=O)OCC(=O)NC1CCCCC1
→ -14 | i
> CC(C)(C)C1CCC(OC(=O)C[N+]2(C)CCCCC2)CC1 (stereo unspecified)
→ -12 | i
> COc1ccc(C(=O)Nc2ccc(C(=O)Nc3nccs3)cc2)cc1[N+](=O)[O-]
→ -13 | i
> COc1ccc(N2CCN(C(=O)Cn3cncn3)CC2)cc1
→ -5 | i
> CN1CCN(C(=O)c2cc3ccccc3cc2O)CC1
→ 14 | ·
> Cc1cccc(NC(=O)c2cc(S(=O)(=O)N3CCc4ccccc43)cn2C)c1
→ -12 | i
> C=CCn1c(N)cc(=O)nc1SC(CC)C(=O)Nc1ccc(C(C)=O)cc1 (stereo unspecified)
→ -16 | i
> COc1ccc(N2CCN(S(=O)(=O)CCNC(=O)CCCc3ccccc3)CC2)cc1
→ -25 | i
> COc1ccc(NC(=O)c2c(C)noc2-c2snnc2C)cc1
→ -6 | i
> COCCNC(=O)C(C(=O)c1ccc(F)cc1)n1cc(C)ccc1=O (stereo unspecified)
→ 4 | i

compound | OX1R antagonist | CHT allo act
O=[N+]([O-])c1cc(/C=N/O)ccc1SCc1ccccc1Cl | -18 | i
COc1cc(C(=O)N=c2sccn2C)c([N+](=O)[O-])cc1OC | · | i
O=C(COC(=O)CNC(=O)c1ccccc1Cl)Nc1ncc(C(F)(F)F)cc1Cl | -2 | i
O=C(NCc1ccccn1)C1CCC(=O)N(Cc2ccc(Cl)cc2)C1 (stereo unspecified) | -31 | i
CC1(C)C(=O)N(c2ccccc2)C1c1ccccc1O (stereo unspecified) | -10 | i
COC(C/C=C\[C@H](O)[C@@H](C)OCc1ccccc1)OC | 5 | i
CN(C)/C=C1/Oc2c(ccc3ccccc23)C1=O | -3 | i
Cc1nnsc1C(=O)N1CCC(CO)(Cc2ccccc2Cl)CC1 | -23 | i

compound | OX1R antagonist | CHT allo act
CCc1ccc(OCC(=O)OC(C)C(=O)NC2CC2)cc1 (stereo unspecified) | -2 | i
CC1CCN(S(=O)(=O)c2ccc3c4c2CC(=O)N4CC(C)S3)CC1 (stereo unspecified) | 8 | i
O=C(Nc1ccc(OCC(=O)N2CCOCC2)cc1)Nc1cccc(Cl)c1 | -23 | i
Cc1ccc2[nH]c(=O)c(C(c3nnnn3CC3CCCO3)N3CCOCC3)cc2c1 (stereo unspecified) | -1 | i
CCOC(=O)CSc1nnc(N)s1 | -5 | i
COc1ccc(/C=C/c2c(-c3cccc(C)c3)oc3ccc(-c4ccc5c(c4)OCO5)cc23)cc1 | -4 | i
Clc1cccc(-c2nc3nc4ccccc4nc3n2Cc2ccco2)c1 | -41 | i
Cc1ccc(S(=O)(=O)N(CC(=O)N2CCN(c3ccc(F)cc3)CC2)C2CCCCC2)cc1 | -37 | i

Record cards, as listed above. Order of screens: OX1R antagonist, CHT allo act
`NC(=O)c1ccsc1NC(=O)C1CCCCC1` as listed: -58, i
`O=[N+]([O-])c1cc(/C=N/O)ccc1SCc1ccccc1Cl` as listed: -18, i
`O=[N+]([O-])c1ccc(N2CCCCC2)nc1` as listed: -14, i
`O=C(O)c1ccc(Nc2cc(Cl)c3nonc3c2[N+](=O)[O-])cc1` as listed: -14, i
`c1ccc(CN(Cc2cccs2)C(c2cccs2)c2nnnn2C2CCCC2)cc1` (stereo unspecified) as listed: -26, i

Carrying on.
compound | OX1R antagonist | CHT allo act
C=CC(=O)Nc1cccc(Oc2cc(Cl)nc3[nH]ccc23)c1 | -9 | ·
CCOc1ccc(C(=O)NC2CCN(CC(=O)NCc3ccccc3)CC2)cc1 | -5 | i
CSc1cccc(NC(=O)c2cc(S(=O)(=O)N3CCCCC3)c[nH]2)c1 | -13 | i
O=C1CC(Nc2ccc3ccccc3c2)C(=O)N1Cc1ccccc1 (stereo unspecified) | -4 | i
Cc1c(C(=O)N(C)CCC#N)oc2ccc(S(=O)(=O)N3CCOCC3)cc12 | -8 | i
CCc1ccccc1N(CC)C(=O)C1CCN(c2ncnc3c2nc2n3CCCCC2)CC1 | -43 | i
CC(NC(=O)CN1CCN(C(=O)c2cccs2)CC1)c1ccc(F)cc1F (stereo unspecified) | 5 | ·
O=C(COc1ccc2c3c(c(=O)oc2c1)CCCC3)NC(Cc1ccc(Cl)cc1)C(=O)O (stereo unspecified) | 1 | i

compound | OX1R antagonist | CHT allo act
Cc1ccc2c(cnn2C(=O)CCC(=O)NCc2ccccc2Cl)c1 | -17 | i
Cc1ccc(C(=O)C(C)OC(=O)c2ccc(Cl)nc2)cc1 (stereo unspecified) | -17 | i
Cc1ccc(-c2nc3ncccc3o2)cc1NC(=O)c1cccnc1 | -3 | i
COc1cccc(OC)c1C(=O)NNC(=O)c1cccnc1 | -7 | i
COc1ccc(C)cc1-n1nnnc1SCc1nc2ccccc2s1 | -17 | i
CSc1cccc(NC(=O)CCc2ccccc2)c1 | -31 | i
Cn1c(C(=O)O)c(CC(=O)NCc2cccnc2)c2ccccc21 | -1 | i
CCCCC/C=C\C/C=C\C/C=C\C/C=C\CCCC(=O)O | -4 | i

compound | OX1R antagonist | CHT allo act
COc1ccc2cc(-c3cccnc3)ncc2c1 | -22 | ·
CCOC(=O)C1CCN(C2=C(NS(=O)(=O)c3ccc(Br)cc3)C(=O)c3ccccc3C2=O)CC1 | -41 | i
O=C(NNC(=O)C1CC1c1ccccc1)c1ccccc1[N+](=O)[O-] (stereo unspecified) | 3 | i
Oc1ccccc1/C=N/n1c(COc2ccccc2)n[nH]c1=S | 2 | i
COc1ccc(OCC(=O)N2CCN(S(=O)(=O)c3ccccc3[N+](=O)[O-])CC2)cc1 | -33 | i
COC(=O)[C@H]1[C@H]2C[C@@H]3c4[nH]c5cc(OC)ccc5c4CCN3C[C@H]2C[C@@H](OC(=O)c2ccc(N)cc2)[C@@H]1OC | -12 | i
C[N+](C)(C)CCOc1ccc([N+](=O)[O-])cc1 | -15 | i
CCOC(=O)c1c(NC(=O)C2COc3ccccc3O2)sc2c1CCN(Cc1ccccc1)C2 (stereo unspecified) | -23 | i

compound | OX1R antagonist | CHT allo act
CC(C)c1cc(C(N)=O)c(NC(=O)C2CCC2)s1 | -25 | i
CCCCCOc1cccc(C2C(C(=O)c3cccs3)=C(O)C(=O)N2CCN2CCOCC2)c1 (stereo unspecified) | -23 | i
O=S(=O)(NCC1CCCO1)c1cc(Cl)ccc1Br (stereo unspecified) | -7 | i
CCn1c(COc2ccccc2OC)nnc1SCC(=O)NC1CCCC1 | -29 | i
C/C(=C\C(=O)O)CC(=O)O | -16 | i
C#CCOCCOCCOCCNc1nc(N2CCN(C(=O)[C@H](Cc3ccc(O)cc3)n3cc(CCO)nn3)CC2)nc(N2CCN(C(=O)[C@H](Cc3ccc(O)cc3)n3cc(CCO)nn3)CC2)n1 | -1 | i
COc1cc(C(=O)N/N=C(\Cc2ncc[nH]2)c2ccccc2)cc(OC)c1OC | -13 | i
Cc1cc(C)cc(C(=O)NN2CCN(C)CC2)c1 | -20 | i

compound | OX1R antagonist | CHT allo act
C/C(=C\c1ccc(C(=O)O)cc1)c1ccc2c(c1)C(C)(C)CCC2(C)C | -3 | i
Cc1c(Cl)cccc1NC(=O)Nc1ccn(C)n1 | -14 | i
CC(NC(=O)COC(=O)c1cccc(S(=O)(=O)N2CCCC2)c1)c1ccccc1 (stereo unspecified) | -18 | ·
COc1cc2nc(CN3CCOCC3)n(CC(=O)N3CCCCCC3)c(=O)c2cc1OC | -20 | i
COc1ccc2nc(NC(=O)Cc3ccc(OC)c(S(=O)(=O)N4CCOCC4)c3)sc2c1 | -6 | i
Cc1occc1-c1nnc(SCC(=O)N2CCCCC2)o1 | -13 | i
COc1cc(SC)ccc1C(=O)Nc1ccccn1 | -18 | i
CCOC(=O)N1CCN(C(=O)c2noc3c2COc2ccccc2-3)CC1 | -28 | i

compound | OX1R antagonist | CHT allo act
Cc1c(NC2=CC(=O)CCC2)c(=O)n(-c2ccccc2)n1C | 6 | i
CN(Cc1ccccc1)C(=O)COC(=O)CCNC(=O)c1ccccc1Cl | -8 | i
CCN(CC)CCNC(=O)c1ccc(NC(=O)c2ccc(F)cc2F)cc1 | -3 | i
Fc1ccc(CN2CCCN(Cc3nc(-c4ccc5c(c4)OCO5)no3)CC2)cc1 | -29 | i
